Bioassay records as filed in PubChem BioAssay.
GAA glycogen: qHTS Assay for Inhibitors and Activators of Human alpha-Glucosidase Cleavage of Glycogen | Lysosomal alpha-glucosidase (Homo sapiens), P10253 | recombinant GAA, glycogen substrate, Amplex Red glucose oxidase fluorescence | Potency, µM (titrated, usually from 76.4 µM), for inactives: at the top dose activity change, negative = inhibition, most hits filed as inhibitors | 300,000 compounds, 0.38% hits; active means well fitted inhibition curve with a large enough effect; inconclusive means small, poorly fitted or top-dose-only effect, or another doubt; inactive means no such curve, though single readings can be large or run the other way;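 further: 0% = full enzyme reaction and -100% = no-enzyme basal signal; the screen sought inhibitors and activators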
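Recombinant enzyme (4 nM final) with compounds titrated up to 77 uM and bovine liver glycogen (30 ug) in citrate pH 5.0, 0.01% Tween-20, 37 C 40 min. Released glucose detected by Amplex Red/glucose oxidase (Ex 573/Em 610); AC50 from Hill fits.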
An asterisk follows results filed as active; ? = inconclusive; [ ] = dose if it differs, or a comment. Potency means the concentration at half of the fitted maximal effect.

SMILES | GAA glycogen
CCS(=O)(=O)c1nc(S(=O)(=O)c2ccc(C)cc2)c(N2CCN(CCO)CC2)s1 | -5%[76.3 µM]
CCN(C(=O)c1ccc(C(=O)N(CC)c2ccccc2C)cc1)c1ccccc1C | 14%[76.3 µM]
COc1ccc(-c2cc(C(F)(F)F)nc(SCC(=O)NCc3ccc(Cl)cc3)n2)cc1 | 10%[76.3 µM]
COCCOC(=O)c1[nH]c2c(c1C)C(=O)CC(c1cc(OC)c(OC)c(OC)c1)C2 (stereo not drawn) | 5%
CCCCCCCN1CCC(=O)N([C@H](CO)c2ccccc2)CC1 | 23%[76.3 µM]
COc1ccc(Cl)cc1NC(=O)CN1CCN(S(=O)(=O)N2CCOCC2)CC1 | 9%
Cc1cc(OCC(=O)N2CCN(c3ccccc3)CC2)c2c(C)cc(=O)oc2c1 | 0%[76.3 µM]
Cc1ccccc1NC(=O)Cn1nc(C)c2ccccc2c1=O | -8%[76.3 µM]
COc1ccc(-c2ccc(=O)n(Cc3c(F)cccc3Cl)n2)cc1 | -5%
Oc1ccccc1-c1nc(-c2cccs2)c(-c2cccs2)[nH]1 | -14%[76.3 µM]
N=c1c(C(=O)NCC2CCCO2)cc2c(=O)n3ccccc3nc2n1Cc1ccc(Cl)cc1 (stereo not drawn) | 4%[76.3 µM]
CCOc1ccc(CC(=O)N2CCc3cc(OC)c(OC)cc3C2COc2ccc3c(C)cc(=O)oc3c2)cc1 (stereo not drawn) | -5%[76.3 µM]
CCOC(=O)c1ccc(N2C(=O)c3[nH]nc(-c4ccc(OC)cc4)c3C2c2ccc(C)cc2)cc1 (stereo not drawn) | 4%[76.3 µM]
Cc1cccc(OCC(=O)Nc2ccc3oc(-c4ccccc4F)nc3c2)c1 | 8%[76.3 µM]
COc1ccc(C(=O)c2sc(Nc3ccccc3)nc2N)cc1OC | 3%

Seven neighbouring records already listed:
SMILES | GAA glycogen
COc1ccc(-c2cc(C(F)(F)F)nc(SCC(=O)NCc3ccc(Cl)cc3)n2)cc1 | 10%[76.3 µM]
COCCOC(=O)c1[nH]c2c(c1C)C(=O)CC(c1cc(OC)c(OC)c(OC)c1)C2 (stereo not drawn) | 5%
CCCCCCCN1CCC(=O)N([C@H](CO)c2ccccc2)CC1 | 23%[76.3 µM]
COc1ccc(Cl)cc1NC(=O)CN1CCN(S(=O)(=O)N2CCOCC2)CC1 | 9%
Cc1cc(OCC(=O)N2CCN(c3ccccc3)CC2)c2c(C)cc(=O)oc2c1 | 0%[76.3 µM]
Cc1ccccc1NC(=O)Cn1nc(C)c2ccccc2c1=O | -8%[76.3 µM]
COc1ccc(-c2ccc(=O)n(Cc3c(F)cccc3Cl)n2)cc1 | -5%

Ordered by count of non-hydrogen atoms (low to high): part of the list above
SMILES | GAA glycogen
Oc1ccccc1-c1nc(-c2cccs2)c(-c2cccs2)[nH]1 | -14%[76.3 µM]
CCN(C(=O)c1ccc(C(=O)N(CC)c2ccccc2C)cc1)c1ccccc1C | 14%[76.3 µM]
N=c1c(C(=O)NCC2CCCO2)cc2c(=O)n3ccccc3nc2n1Cc1ccc(Cl)cc1 (stereo not drawn) | 4%[76.3 µM]

Later entries.
SMILES | GAA glycogen
COc1ccc(Nc2nc(C)cc(C)c2C(N)=O)cc1OC | -2%[76.3 µM]
COC(=O)c1ccc(CN2CCCC(C(=O)Nc3ccc(-c4ccn[nH]4)cc3)C2)cc1 (stereo not drawn) | -13%[76.3 µM]
COCCn1c(SCC(=O)NC(C)c2ccc(F)cc2)nc2ccccc21 (stereo not drawn) | -14%[76.3 µM]
CCOC(=O)c1ccc(NC(=O)C(Cc2ccccc2)NS(=O)(=O)c2ccc(Br)s2)cc1 (stereo not drawn) | 14%[76.3 µM]
COc1ccc(NC(=O)CNC(=O)c2ccco2)cc1 | 1%[76.3 µM]
Cc1ccc(S(C)(=O)=O)cc1C(=O)NC(C)C1CC2CCC1C2 (stereo not drawn) | -4%
Cc1ccc(Cl)cc1NC(=O)CCCn1c(=O)c2cccn2c2ccccc21 | 8%[76.3 µM]
CCOC(=O)c1cc(OC(=O)c2cccc(C)c2)n(-c2ccccc2)n1 | -1%[76.3 µM]
CCOC(=O)/C(C#N)=C/c1ccc(-c2ccc(Br)cc2)o1 | -2%[76.3 µM]
C=CCNC(=O)c1cnc(-c2ccccc2)nc1-c1ccccc1 | -7%
O=C(O)C1(c2ccccc2)CCC(Nc2ccccc2)C1 (stereo not drawn) | -3%[76.3 µM]
Cc1ccc(CNC(=O)CCC(=O)N2CC(C)Oc3ccc(Cl)cc32)cc1 (stereo not drawn) | 22%[76.3 µM]
O=C(NCCc1nnc2ccc(SCC(=O)N3CCCC3)nn12)c1ccccc1 | 2%[76.3 µM]
Cc1cc(C)c2c(=O)cc(C(=O)Nc3sc4c(c3C#N)CCCC4)oc2c1 | -5%[76.3 µM]
CCN1CCc2c(sc(-n3cccc3)c2C(C)NC(=O)Nc2ccccc2C)C1 (stereo not drawn) | 8%[76.3 µM]
Cc1ccc(OCC(=O)N/N=C/c2cccnc2)cc1C | 7%
O=c1c2sc3ccccc3c2n(Cc2ccccc2)c(=O)n1CCc1ccccc1 | -3%[76.3 µM]
COc1ccc2[nH]c(C(=O)N3CCN(Cc4ccccc4)CC3)cc2c1OC | -2%
CCN(c1ccc(C)cc1C)S(=O)(=O)c1nnc(NC(=O)c2ccccc2OC)s1 | -8%[76.3 µM]
Cc1ccc(N2C(=O)Nc3ccccc3C2(O)C(=O)NCCCOC(C)C)cc1C (stereo not drawn) | 1%
COc1ccc(N=C2C(=O)Nc3ccc(C)c(Br)c32)cc1 | 3%[76.3 µM]
Cc1nn(C(C)(C)C)c(OC(=O)CC(C)C)c1S(=O)(=O)c1ccccc1 | -11%
CC(=O)c1ccc(NC(=O)CN(C)S(=O)(=O)c2cnc[nH]2)cc1 | 5%[76.3 µM]
CCOc1ccccc1NC(=O)CN1Cc2ccccc2C1=O | 10%[76.3 µM]
NC(=O)CSc1n[nH]c(=O)n1CCc1ccccc1 | -1%
CCc1nonc1NC(=O)c1oc2ccc(F)cc2c1C | -12%[76.3 µM]
COc1ccccc1N1CCN(C(=O)c2cc3c(=O)oc4ccc(C)cc4c3s2)CC1 | 2%[76.3 µM]
Cc1cccc(/C=N/NC(=O)c2cccc(NC(=O)c3ccccc3)c2)n1 | -13%
Cc1ccc(CSc2ncc(Cl)c(C(=O)NCCc3ccc(S(N)(=O)=O)cc3)n2)cc1 | -2%[76.3 µM]
OCCCNc1ncnc2scc(-c3ccc(Cl)cc3)c12 | -5%

Continued:
smiles	GAA glycogen
COc1ccc(-n2nc(C(=O)NCC(=O)NC(C)C)c3ccccc3c2=O)cc1Cl	-11%
COc1ccc(Cl)cc1NC(=O)c1cc2nc(-c3ccc4c(c3)OCO4)cc(C(F)(F)F)n2n1	3%[76.3 µM]
CCCc1nn2c(=O)cc(CSCC(=O)Nc3ccccc3)nc2s1	-3%[76.3 µM]
NC(=O)C1CCN(C(=O)Cc2ccc(-c3ccccc3)cc2)CC1	0%
CCN(CC1CCCO1)C(=O)c1cc(COc2ccc(F)cc2F)on1 (stereo not drawn)	-10%[76.3 µM]
CC(C)(C)OC(=O)NCC1CCC(C(=O)NC[C@H](CC(=O)O)c2ccc(Cl)cc2)CC1 (stereo partly drawn)	2%
CCOc1ccc(N(C)S(=O)(=O)c2ccc3[nH]cc(C(=O)NCC(OC)OC)c(=O)c3c2)cc1	1%
Cc1onc(-c2ccccc2)c1C(=O)N1CCCCCC1	0%[76.3 µM]
Cc1ccc(-c2cc(C(=O)Nc3c(C(=O)c4ccccc4)oc4ccccc34)no2)cc1F	14%[76.3 µM]
O=C(c1ccc(F)cc1)C1CCN(C(=O)c2ccc(F)cc2)CC1	2%[76.3 µM]
Cc1cc(Cl)ccc1OCC(=O)N(Cc1sccc1C)C1CCS(=O)(=O)C1 (stereo not drawn)	7%[76.3 µM]
Cc1ccc(NC(=O)C2CC(O)CN2C(=O)OCc2ccccc2)cc1C (stereo not drawn)	-5%[76.3 µM]
Cc1nc2c3ccccc3nc(NNC(=O)CCC(=O)N3CCCC(C)C3)n2n1 (stereo not drawn)	-3%[76.3 µM]
CCn1ccnc1CNC(=O)CC1C(=O)NCCN1CCCc1ccccc1 (stereo not drawn)	-2%[76.3 µM]
Cn1cc(/C=C(\NC(=O)c2ccccc2Cl)C(=O)NCCN2CCOCC2)c2ccccc21	2%[76.3 µM]
O=[N+]([O-])c1ccc(Nc2ccccc2O)c2nonc12	?
CCCc1c(C(=O)N/N=C/c2cccc(OCc3ccc(F)cc3)c2)nnn1-c1nonc1N	1%[76.3 µM]
COc1ccc(NC(=O)C2CCN(C(=O)C3CC(=O)N(c4ccc(C)cc4)C3)CC2)c(OC)c1 (stereo not drawn)	6%
COc1cc(C(=O)N2CCN(C3CCCCC3)CC2)cc(OC)c1OC	9%[76.3 µM]
O=C(CNC(=O)c1ccccc1F)NC1=NCCS1	4%[76.3 µM]
CCCN(C(=O)c1cc2c(=O)oc3ccccc3c2s1)c1cccc(Cl)c1	21%[76.3 µM]
CCN1CCN(C(=O)/C=C/c2ccc(OC)c(OC)c2)CC1	-10%[76.3 µM]
Cc1nc2ccc(OC(=O)c3ccccc3)cc2s1	-13%[76.3 µM]
N#Cc1nc(/C=C/c2ccc(F)cc2)oc1N1CCCCCC1	-6%[76.3 µM]
COc1cc2c(cc1OC)C1O[C@](CCCCN3C(=O)c4ccccc4C3=O)(C2)OC2=C1C(=O)c1ccccc1C2=O	-4%[15.3 µM]
COc1ccc(CN2C(=O)c3ccccc3C2=O)cc1	-7%[76.3 µM]
O=C(CN1C(=O)C2C3C=CC(C3)C2C1=O)OCC(=O)c1ccc([N+](=O)[O-])cc1 (stereo not drawn)	-14%
CCCCNC(=O)c1ccc(C)c(NC(=O)C2=C(C)OCCS2)c1	8%
CCCCN(C(=O)C1CCN(C(=O)c2ccccc2C)CC1)c1c(N)n(CCCC)c(=O)[nH]c1=O	2%[76.3 µM]
CC(C)NC(=O)C1CCN(C(=O)N2CC(C)Oc3ccccc32)CC1 (stereo not drawn)	11%[76.3 µM]
O=C(NC1CC2CCCC(C1)N2Cc1ccccc1)c1cccc(F)c1 (stereo not drawn)	4%[76.3 µM]
COc1ccccc1NC(=O)C1=C(C)Nc2nc(SCc3ccc(Cl)cc3)nn2C1c1ccccc1Cl (stereo not drawn)	-1%[76.3 µM]
COc1ccc(-c2cc(C(=O)Oc3ccccc3)c3cc(C)ccc3n2)cc1	7%[76.3 µM]
CCOC(=O)c1ccccc1NC(=O)c1ccc2c(Cl)c3c(nc2c1)CCC3	-2%[76.3 µM]
Cc1ccc(NC(=O)c2ccccc2SCC(=O)N2CCCC2)cc1S(=O)(=O)N(C)C	-7%[76.3 µM]
CCc1nc(C(N)=O)c2[nH]c(=O)n(-c3ccccc3F)c2n1	-6%[76.3 µM]
CCC(=O)N1CCN(c2nc3ccc(Br)cc3s2)CC1	-6%[76.3 µM]
Cc1ccc(NC(=O)c2oc3ccccc3c2NC(=O)c2ccccc2C)cc1	9%[76.3 µM]
Cc1cc(=O)[nH]c2ccc(S(=O)(=O)NCc3ccccc3)cc12	1%[76.3 µM]
CC#CC(=O)N1CCC(n2nccc2NC(=O)c2ccc3c(c2)OCO3)CC1	-10%[76.3 µM]
Cc1ccccc1-c1nc2cc(Cl)ccc2c(=O)o1	0%
CCC1CCCCN1CCCNC(=O)c1ccc(CS(=O)(=O)Cc2ccc(Cl)cc2)o1 (stereo not drawn)	-3%[76.3 µM]
CCCSc1ncc(Cl)c(C(=O)Nc2ccc(OC)cc2OC)n1	11%[76.3 µM]
Cc1ccc(NC(=O)CC(C)S(=O)(=O)c2ccc3c(c2)NC(=O)CO3)c(C)c1 (stereo not drawn)	15%[76.3 µM]
COc1cccc(C(=O)Oc2c(Sc3ccc(C)cc3)c(C)nn2C(C)(C)C)c1OC	-16%[76.3 µM]
CCc1cc(=O)oc2c(C)c(OC(C)C(=O)NCCCn3ccnc3)ccc12 (stereo not drawn)	-4%[76.3 µM]
CCOC(=O)Cn1c(=O)oc2cc(S(=O)(=O)NC3CCCCC3)ccc21	2%[76.3 µM]
CCOc1ccccc1NC(=O)COc1ccc(S(=O)(=O)N2CCCC2)cc1	-5%
COc1ccc(CNC(=O)Cc2ccc(-c3ccccc3)cc2)cc1OC	-8%[76.3 µM]
COc1ccc(CN2CCN(Cc3ccc(C(F)(F)F)cc3)CC2)c(OC)c1	-3%
Cc1cc(C(=O)NC2CCC(C)CC2)c(C)o1 (stereo not drawn)	-7%[76.3 µM]
COc1cccc(NC(=O)Cn2c(=O)n(CCCCC(=O)NCCc3ccccc3)c(=O)c3ccccc32)c1	19%[76.3 µM]
C/C(=N\NC(=O)c1ccccc1O)c1cccc(NC(=O)c2ccccc2)c1	?
CC(=O)Nc1ccc(NC(=O)CSc2nnc(NC(=O)C3CC3)s2)cc1	-5%[76.3 µM]
Cc1ccccc1/C=N/NC(=O)c1cccnc1	12%[76.3 µM]
CC(=O)N1CCN(c2ccc(NC(=O)c3ccc4ccccc4c3)cc2)CC1	0%
COc1ccc(C)cc1NC(=O)C1CCN(S(=O)(=O)c2ccc3c(c2)NC(=O)CO3)CC1	-25%[76.3 µM]
Cc1cc(C)cc(NS(=O)(=O)c2ccc3[nH]cc(C(=O)N4CCCC4)c(=O)c3c2)c1	3%[76.3 µM]
Cc1ccccc1NC(=O)c1ccco1	15%[76.3 µM]
Cn1nnnc1SCCCNCc1cc(Br)ccc1OCc1ccccc1F	3%[76.3 µM]
C=CCN1C(=O)C2(OCCCO2)c2cccc(C)c21	-1%[76.3 µM]

An excerpt; count on the stated rates, not on these rows.
